Compound activity deposited in PubChem BioAssay by several laboratories.
CHT allo act = allosterically activates the human high affinity choline transporter. Q9GZV3. CHT-expressing cells, membrane potential dye, choline EC20; stronger effect = higher value; LV-AA mutant CHT in HEK293 cells. B-score at 10 µM. actives 0.49% (n = 310,000). AID 488977;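 active = initial fluorescence not abnormally high and integrated response B-score, plate-corrected, over 3 SD above library mean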
Target sequence (Q9GZV3 whole entry, looked up): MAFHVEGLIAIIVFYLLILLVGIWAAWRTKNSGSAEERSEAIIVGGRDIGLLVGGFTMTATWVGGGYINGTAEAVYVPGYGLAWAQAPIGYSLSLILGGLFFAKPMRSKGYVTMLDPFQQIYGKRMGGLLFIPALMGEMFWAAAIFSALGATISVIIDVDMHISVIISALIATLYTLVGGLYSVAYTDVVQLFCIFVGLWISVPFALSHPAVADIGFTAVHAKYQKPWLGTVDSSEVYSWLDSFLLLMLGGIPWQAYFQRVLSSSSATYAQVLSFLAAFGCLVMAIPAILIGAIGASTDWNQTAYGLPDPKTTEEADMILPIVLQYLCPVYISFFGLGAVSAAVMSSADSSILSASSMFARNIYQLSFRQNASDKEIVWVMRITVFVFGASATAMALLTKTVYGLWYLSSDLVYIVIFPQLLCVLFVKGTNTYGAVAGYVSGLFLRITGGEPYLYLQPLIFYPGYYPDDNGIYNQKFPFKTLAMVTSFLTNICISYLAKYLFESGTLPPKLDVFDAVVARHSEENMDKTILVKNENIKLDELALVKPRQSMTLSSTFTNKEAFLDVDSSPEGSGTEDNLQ
OX1R antag-1 = blocks the human orexin 1 receptor | OX1R-expressing cells, FRET antagonist read-out | inhibition, % at 6.6 µM | actives 1.8% (n = 330,000) | AID 485270; in the data active = inhibition mostly above about 38%, no sharp cut-off; inactive = mostly below about 40%;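 note: 0% = agonist challenge alone and 100% = reference antagonist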
Target sequence (O43613 whole entry, looked up): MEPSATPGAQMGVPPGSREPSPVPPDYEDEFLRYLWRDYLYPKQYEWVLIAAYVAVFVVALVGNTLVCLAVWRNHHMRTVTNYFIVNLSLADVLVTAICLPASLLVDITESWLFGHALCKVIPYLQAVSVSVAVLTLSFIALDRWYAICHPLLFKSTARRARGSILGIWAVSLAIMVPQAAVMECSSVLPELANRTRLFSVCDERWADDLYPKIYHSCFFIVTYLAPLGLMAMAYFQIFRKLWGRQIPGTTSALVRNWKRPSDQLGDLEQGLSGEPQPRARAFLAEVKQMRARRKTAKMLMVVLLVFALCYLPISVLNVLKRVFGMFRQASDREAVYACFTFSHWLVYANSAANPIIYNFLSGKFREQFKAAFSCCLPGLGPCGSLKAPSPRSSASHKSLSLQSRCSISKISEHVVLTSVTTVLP
OX1R antag-2 = blocks the human orexin 1 receptor | O43613 | CHO/OX1R cells, Fluo-8 calcium fluorescence, orexin A | inhibition, % at 5 µM | actives 0.43% (n = 330,000) | AID 434989;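 active = inhibition above its plate's threshold, mean inhibition of all tested compounds on the plate plus 3 SD, cut at about 37% in these data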;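 note: 0% = orexin A challenge wells and 100% = SB-334867-A antagonist wells; not every result past the cut was called active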
* hit, by the source's call; i = inactive; / = not tested or not shown.

Below each SMILES – CHT allo act, OX1R antag-1, OX1R antag-2
COc1ccccc1/C=C1\SC(=S)N(CCC(=O)N2CCN(C)CC2)C1=O
 : i, 36, -26
N#C/C(=C/c1ccc(N2CCOCC2)o1)c1ccc(Cl)cc1
 : i, 4, -2
COc1ccc(CC(=O)Nc2ccc(C(C)=O)cc2)cc1
 : i, 21, -72
Cc1sc2ccc3sccc3c2[n+]1C
 : 12*, 4, 13
CCN(CC)S(=O)(=O)c1ccc(NC(=O)COc2c(OC)cccc2OC)cc1
 : i, 22, -5
COc1ccc(CN2CCN(C(C)C(=O)N(C)Cc3cccc(F)c3)CC2)cc1OC (centres undefined)
 : i, -3, -28
CCN(CC)CCN(C(=O)c1ccc(S(=O)(=O)N(C)C2CCCCC2)cc1)c1nc2ccc(OC)cc2s1
 : i, 7, -5
Cc1cccc(NC(=S)NC(=O)CC2CC(C)(C)OC2=O)c1 (centres undefined)
 : i, 5, 5
COc1ccc(-c2csc(NC(=O)Cn3nc(C)cc3C)n2)cc1
 : i, 26, 17
COc1ccc2c(c1)CCc1c(C(=O)Nc3ccn(Cc4ccc(C)cc4)n3)noc1-2
 : i, 4, -5
CN(C(=O)CSc1nc2cc([N+](=O)[O-])ccc2n1-c1ccc(F)cc1)C1CCS(=O)(=O)C1 (centres undefined)
 : i, 16, -11
CCOC(=O)N1CCN(C(=O)CCSCCc2ccncc2)CC1
 : i, 26, -11
CCc1nnc(NC(=O)C2CCN(S(=O)(=O)Cc3ccccc3)CC2)s1
 : i, 4, -4
COc1ccc(-c2csc(Nc3ccccc3)[n+]2Cc2ccccc2)cc1
 : i, 12, -34
COc1ccc(CNC(=O)C2CCCN(c3nn4c(=O)cc(C)nc4s3)C2)cc1 (centres undefined)
 : i, 9, -12
COc1ccc(CCNC(=O)C(=O)NCc2ccc(C)cc2)cc1OC
 : i, 21, -20
Cc1ccccc1NC(=S)N(Cc1ccccn1)Cc1ccccc1Cl
 : i, 40, -31
COc1cccc(/C=N/n2c(SC)nnc2-c2ccccc2)c1O
 : i, 14, -23
COC(=O)c1ccc(N2C(=O)CC(N(C)CCc3ccc(OC)c(OC)c3)C2=O)cc1 (centres undefined)
 : i, 10, -11
O=C(Nc1ccccc1-c1ccccc1)C1CCCN(c2ncccn2)C1 (centres undefined)
 : i, 29, -14
Cc1cc(C)cc(Oc2nc(C(F)(F)F)nc3ccccc23)c1
 : i, 29, -8
COc1cc(-n2c(=O)c3ccccc3n(Cc3cccc(C)c3)c2=O)cc(OC)c1OC
 : i, 3, -22
Cc1ccc(CCNC(=O)C2CCCN(S(=O)(=O)c3c(C)noc3/C=C/N(C)C)C2)cc1 (centres undefined)
 : i, 6, -5
Cc1cnn(-c2cc(N/N=C/c3ccccc3Cl)ncn2)c1
 : i, -8, -1
Cn1nccc1C(=O)N/N=C/c1c(O)ccc2ccccc12
 : i, 23, -16
CCN(CC)C(=O)c1ccc(Nc2nnc(-c3ccc(O)cc3)c3ccccc23)cc1
 : i, 25, 5
O=C1CCC(=O)N1CC(=O)N1c2ccccc2Sc2ccccc21
 : i, 6, -3
O=C(CN(Cc1ccco1)C(=O)c1ccccc1)Nc1ccc(Cl)c(Cl)c1
 : i, 29, -18
Cc1ccc(S(=O)(=O)NCCC(=O)N2CCC(C)CC2)cc1
 : /, -3, -15
Cc1cc(OCc2cc(C(=O)NCC3(C)COC3)no2)cc(C)c1Cl
 : i, 34, -9

Grouped by structure, those above with a furan ring, fused or not
Below each SMILES – CHT allo act, OX1R antag-1, OX1R antag-2
N#C/C(=C/c1ccc(N2CCOCC2)o1)c1ccc(Cl)cc1
 : i, 4, -2
O=C(CN(Cc1ccco1)C(=O)c1ccccc1)Nc1ccc(Cl)c(Cl)c1
 : i, 29, -18

Additional structures.
Below each SMILES – CHT allo act, OX1R antag-1, OX1R antag-2
CC1(C)CC(=O)C(C=Nc2cc(C(=O)c3ccccc3)ccc2N)=C(O)C1
 : i, 28, -14
O=C(COc1ccc(Cl)cc1Cl)NCCCn1ccnc1
 : i, 5, -20
CCS(=O)(=O)N1CCN(C(=O)c2ccco2)CC1
 : i, -2, 1
CC(C)(C)NC(=O)C(c1ccc(F)cc1)N(Cc1cccs1)C(=O)c1ccc(CN2CCOCC2)o1 (centres undefined)
 : i, 16, -25
Cc1[nH]nc2c1C(c1cc(Br)cs1)C(C#N)=C(N)O2 (centres undefined)
 : i, 12, 1
CCOC(=O)N/N=C/c1ccc(F)cc1F
 : i, 3, -6
CC(OC(=O)C1=COCCO1)C(=O)c1ccc(Br)cc1 (centres undefined)
 : /, 9, -5
COc1cccc(NC(=O)CC2C(=O)NC3CCCCC3N2C(=O)c2ccc(F)cc2)c1 (centres undefined)
 : i, 11, -17
O=C(N/N=C/c1ccc(-c2ccc(Cl)c(C(=O)O)c2)o1)c1cc2c(ccc3ccccc32)o1
 : i, 10, -11
Cc1cc(C)cc(Oc2ccc(S(=O)(=O)N3CCN(C)CC3)cn2)c1
 : i, 15, -26
COc1cc2ccnc(Cc3cccc(OC)c3OC)c2cc1OC
 : i, 16, -3
CCOC(=O)c1c(C)[nH]c(C(=O)COC(=O)c2ccccn2)c1C
 : i, 12, -31
CCN(CC)S(=O)(=O)c1cccc(-c2n[nH]c(=S)n2/N=C/c2ccc(OC(F)F)cc2)c1
 : i, 21, -14
NC(=O)CSc1nnc(-c2ccccc2)c(-c2ccccc2)n1
 : i, 16, -5
O=C(c1ccccc1)c1nc[nH]c1C(=O)Nc1ccccc1
 : i, 22, -21
CCC(C)c1ccc(NC(=S)NC(C)C2CCCO2)cc1 (centres undefined)
 : i, 12, -7
COc1ccc(N2CCN(C(=O)CN(C)S(=O)(=O)c3cccs3)CC2)cc1
 : i, 11, -19
CCOc1ccc(CCNC(=O)c2cc3c(s2)CS(=O)(=O)C3)cc1OCC
 : i, 6, -55
CC1Cc2ccccc2N1C(=O)CSc1nnc(-c2ccc(S(=O)(=O)N3CCCC3)cc2)n1C (centres undefined)
 : i, 4, -25
COc1cccc(C(=O)O/N=C(\C)c2cnccn2)c1
 : i, 14, -16

Quoted at random: five records from the list.
Below each SMILES – CHT allo act, OX1R antag-1, OX1R antag-2
Cc1cc(OCc2cc(C(=O)NCC3(C)COC3)no2)cc(C)c1Cl
 : i, 34, -9
CC1(C)CC(=O)C(C=Nc2cc(C(=O)c3ccccc3)ccc2N)=C(O)C1
 : i, 28, -14
CN(C(=O)CSc1nc2cc([N+](=O)[O-])ccc2n1-c1ccc(F)cc1)C1CCS(=O)(=O)C1 (centres undefined)
 : i, 16, -11
CCN(CC)S(=O)(=O)c1ccc(NC(=O)COc2c(OC)cccc2OC)cc1
 : i, 22, -5
COc1cc2ccnc(Cc3cccc(OC)c3OC)c2cc1OC
 : i, 16, -3

Going on with the list.
Below each SMILES – CHT allo act, OX1R antag-1, OX1R antag-2
CCCOC(=O)C1C2C=C[C@]3(CN(CCc4ccccc4)C(=O)[C@H]13)O2 (some centres undefined)
 : i, 10, -30
COc1ccccc1N1CCN(C(CNC(=O)c2ccc3c(c2)OCO3)c2cccnc2)CC1 (centres undefined)
 : i, 40, -18
O=C1c2ccncc2C(=O)N1Cc1cccc(Cl)c1
 : i, 11, 5
COc1ccc(OCC(=O)Nc2ccc3c(c2)nc2n3CCSC2)cc1
 : i, 18, -20
COc1cc(CCC(=O)Nc2ncc(C)s2)cc(OC)c1OC
 : i, 17, -22
O=C(Nc1ccc(C(=O)N2CCCCC2)cc1)c1cccs1
 : i, 23, -12
CCC(CC)COC(=O)C1=C(C)NC(=O)NC1c1ccc([N+](=O)[O-])cc1 (centres undefined)
 : i, 10, -42
Cc1cccc2cc(COC(=O)C(C)(C)C)c(=O)[nH]c12
 : i, 9, -18
O=C(Nc1ccon1)c1sc2ccccc2c1Cl
 : i, 10, -15
COC(=O)C1CCN(S(=O)(=O)CCNC(=O)c2cccc(OC)c2)CC1
 : i, 26, -15

Complete entries as entered above. Order of screens: CHT allo act	OX1R antag-1	OX1R antag-2
COc1cc(CCC(=O)Nc2ncc(C)s2)cc(OC)c1OC is listed with i	17	-22
O=C(Nc1ccon1)c1sc2ccccc2c1Cl is listed with i	10	-15
CCCOC(=O)C1C2C=C[C@]3(CN(CCc4ccccc4)C(=O)[C@H]13)O2 (some centres undefined) is listed with i	10	-30

Additional results
Below each SMILES – CHT allo act, OX1R antag-1, OX1R antag-2
Cc1cc2c(cc1S(=O)(=O)NCc1ccc(Cl)cc1)OCC(=O)N2
 : i, 2, -17
O=C(O)/C=C\c1ccccc1Oc1cccc(Cl)c1
 : i, 14, -3
O=C(O)CCN1C(=O)/C(=C\c2cccc(OCC(=O)Nc3ccc(Cl)cc3)c2)SC1=S
 : i, 10, -1
Nc1ncc(-n2cncn2)c(-c2ccccc2)n1
 : i, 18, -1
O=C(NCc1ccccc1Cl)c1cnc2ccccc2n1
 : i, 19, -33
NS(=O)(=O)c1ccc(-n2cccc2C=O)cc1
 : i, 13, -15
COc1cc2cnc(-c3ccccc3)c(C(=O)c3ccc(F)cc3)c2cc1OC
 : /, 5, -30
Cc1ccc(OCCOCCN2CCCCC2)c([N+](=O)[O-])c1
 : i, 16, -10
O=C1NN(c2ccc(F)cc2)C(=O)/C1=C\c1cnn(-c2ccccc2)c1
 : i, 7, -2
O=C(CN1C(=O)C2C3C=CC(C3)C2C1=O)Nc1cccc2c1CCCC2 (centres undefined)
 : i, 5, -27
CCOC(=O)c1cccc(S(=O)(=O)N2CCOCC2)c1
 : i, 20, -11
CCCCn1c(N)c(N(CC(C)C)C(=O)CC2CCCC2)c(=O)[nH]c1=O
 : i, 3, -23
Cc1ccccc1CNS(=O)(=O)c1ccc2c(c1)C(C)(C)C(=O)N2C
 : i, 7, -4
CCOC(=O)C1C(c2cccs2)NC(=O)NC1(O)C(F)(F)F (centres undefined)
 : i, 5, 3
CC(C)C(=O)Nc1nnc(Sc2ccc(N(C)C)cc2)s1
 : i, 10, -24
Cc1nn(C(C)C(=O)NC2C(=O)N3C(C(=O)O)=C(CSc4nnnn4C)CSC23)cc1Cl (centres undefined)
 : i, -3, 9
COc1ccccc1NC(=O)CSc1nnc(Cc2cccn2C)n1CCc1ccccc1
 : i, 11, -19
Cc1cccn2c(=O)c(C(=O)NCCCN3CCCCC3C)c(O)nc12 (centres undefined)
 : i, 21, -4
COc1cccc(NC(=O)CSCC(=O)Nc2ccccc2)c1
 : i, 8, 3
C[C@H]1C=CC(=O)O[C@H]1c1ccccc1
 : i, 18, -1

Reprinted from the part before: 4 compounds, then new ones.
Below each SMILES – CHT allo act, OX1R antag-1, OX1R antag-2
COc1ccccc1NC(=O)CSc1nnc(Cc2cccn2C)n1CCc1ccccc1
 : i, 11, -19
Cc1cccn2c(=O)c(C(=O)NCCCN3CCCCC3C)c(O)nc12 (centres undefined)
 : i, 21, -4
COc1cccc(NC(=O)CSCC(=O)Nc2ccccc2)c1
 : i, 8, 3
C[C@H]1C=CC(=O)O[C@H]1c1ccccc1
 : i, 18, -1
Cc1ccc(NC(=O)/C(=C/c2cccc([N+](=O)[O-])c2)NC(=O)C2CCCCC2)c(C)c1
 : i, 0, -9
COc1ccc(NC(=O)c2cccc(-c3ccc(O)cc3)c2)cn1
 : i, 12, -10
O=C(Nc1cccc(NC(=O)C2CCCO2)c1)C1CCCO1 (centres undefined)
 : i, 13, -1
O=C(O)CCCC(=O)OCCc1cc2ccccc2c(=O)o1
 : /, 10, -4
CCOc1ccc(NC(=O)CN(C)c2ccc(S(=O)(=O)N(C(C)C)C(C)C)cn2)cc1OCC
 : i, 20, -28
NC(=O)SC/C(=N\S(=O)(=O)c1ccccc1)Nc1ccccc1
 : i, 0, -12
CCc1ccc(NC(=O)CCc2ccc(CC)o2)cc1
 : i, 2, -20
COc1ccccc1-c1nnc(NC(=O)C(C)Sc2nncn2C)s1 (centres undefined)
 : i, 7, -1
CN(CC(=O)NCCC1=CCCCC1)S(=O)(=O)c1ccc2c(c1)c(=O)n(C)c(=O)n2C
 : i, 6, -41
Cc1cc(NS(=O)(=O)c2ccc(NC(=O)CNS(=O)(=O)c3ccccc3)cc2)nc(C)n1
 : /, 12, -2
CC(Oc1ccccc1)C(=O)Nc1oc(-c2ccco2)c(-c2ccco2)c1C#N (centres undefined)
 : i, 31, -12
COc1ccccc1-c1nnc(SCC(=O)O)n1C
 : i, 18, -9
Cc1nc(C)c(C(=O)OCC(=O)Nc2ccccc2SCC#N)s1
 : /, 0, 12
C[C@@H]1CC[C@@]2(O[C@H](CCO)C[C@H](O)[C@H]2O)O1
 : i, 25, 8
COc1ccc(C)cc1-n1c(SCC(=O)NC2CC2)nc2ccccc2c1=O
 : /, 3, -5
O=C(CCN1CCN(C/C=C/c2ccccc2)CC1)Nc1ccccc1
 : i, 12, -31
COC(=O)c1ccc(NC(=O)CN2CCN(S(=O)(=O)c3ccc(Br)cc3)CC2)cc1
 : i, 5, -21
Cc1ccc(NCc2nnc(SCC(N)=O)n2CC2CCCO2)c(C)c1 (centres undefined)
 : i, 16, 12
COc1ccc(NS(=O)(=O)c2cc(C(=O)NNC(=O)c3ccncc3)ccc2OC)c(OC)c1
 : /, 5, -9
Clc1ccc(Cn2ncc3c(NCc4cccnc4)ncnc32)cc1
 : i, 29, -7
CCC(=O)Nc1cccc(NC(=O)CSc2nnc(C3CC3)n2C)c1
 : i, 7, -7
NC(=O)C1CCN(C(=O)c2ccc(C(F)(F)F)cc2)CC1
 : i, 2, -17
COc1ccc(C(=O)COC(=O)CCN2C(=O)C3C4C=CC(C5CC45)C3C2=O)cc1 (centres undefined)
 : i, 10, -26
Cc1ccc(C(=O)NCCc2ccc(F)cc2)s1
 : i, 3, -3
O=C1S/C(=C\C=C\c2ccco2)C(=O)N1c1ccccc1
 : i, 8, -3
CCN(CC)S(=O)(=O)c1cccc(C(=O)Nc2cc(C)on2)c1
 : i, 4, -8
Clc1ccc(/C=C/c2nc(Cl)c(-c3ccc(Cl)cc3)c(Cl)n2)cc1
 : i, 0, 19
